EZH2 inh: blocks human EZH2/PRC2 H3K27 methylation | 57,000 tested, 0.35% active | DELFIA TRF, 1 h | AID 651548 | Q15910 | inhibition, % at 12.5 µM;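 active = mean inhibition of replicates at least 50% and every single replicate also reaching 50%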;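 note: dimethyl H3K27 on biotinylated H3 21-44 peptide detected by antibody; plate controls were median neutral control wells for no effect and median positive control wells for full effect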
Target sequence (Q15910 whole entry, looked up): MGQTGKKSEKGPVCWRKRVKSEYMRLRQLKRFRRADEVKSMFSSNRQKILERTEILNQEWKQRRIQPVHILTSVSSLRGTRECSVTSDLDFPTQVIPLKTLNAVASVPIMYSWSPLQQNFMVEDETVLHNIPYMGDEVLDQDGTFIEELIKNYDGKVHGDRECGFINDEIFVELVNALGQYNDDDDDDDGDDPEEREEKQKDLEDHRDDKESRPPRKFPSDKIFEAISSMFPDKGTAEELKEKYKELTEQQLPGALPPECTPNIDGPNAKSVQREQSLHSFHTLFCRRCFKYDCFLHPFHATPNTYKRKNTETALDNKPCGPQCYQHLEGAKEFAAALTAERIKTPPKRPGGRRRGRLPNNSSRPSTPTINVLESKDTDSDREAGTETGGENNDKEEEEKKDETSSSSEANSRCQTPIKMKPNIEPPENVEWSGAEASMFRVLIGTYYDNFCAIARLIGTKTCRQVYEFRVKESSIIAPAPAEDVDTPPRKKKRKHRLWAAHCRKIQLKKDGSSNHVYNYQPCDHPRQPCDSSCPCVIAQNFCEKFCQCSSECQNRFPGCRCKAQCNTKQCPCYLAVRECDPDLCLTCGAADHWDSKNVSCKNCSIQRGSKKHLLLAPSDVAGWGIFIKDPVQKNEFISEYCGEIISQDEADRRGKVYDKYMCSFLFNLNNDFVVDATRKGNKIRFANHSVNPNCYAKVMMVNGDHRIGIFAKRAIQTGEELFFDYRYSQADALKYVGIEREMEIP
IDH1 mut inh: blocks human IDH1 R132H reductase activity | diaphorase/resazurin fluorescence, 60 min | inhibition, % at 10 µM | 70,000 tested, 0.18% active; in the data active = inhibition above about 34%;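 note: 0% = DMSO and 100% = no enzyme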
The depositor's hits bear a star; x = not tested or not shown; & = joins results of further samples.

molecule | IDH1 mut inh | EZH2 inh
Cc1ccc(S(=O)(=O)N(C)C[C@@H]2Oc3ccc(NS(C)(=O)=O)cc3C(=O)N([C@H](C)CO)C[C@@H]2C)cc1 | -1.5 | x
C[C@H](CO)N1C[C@H](C)[C@@H](CN(C)C(=O)CCC(F)(F)F)OCCCC[C@H](C)Oc2ccc(NC(=O)c3ccncc3)cc2C1=O | 1.3 | x
CC(=O)O[C@@H]1[C@@H](O)[C@H](C)O[C@@H](O[C@H]2[C@@H]3C=CO[C@@H](O[C@@H]4O[C@H](CO)[C@@H](O)[C@H](O)[C@H]4O)[C@@H]3[C@@]3(CO)O[C@@H]23)[C@@H]1OC(=O)/C=C/c1ccc(O)cc1 | -0.7 | 7
COCC(=O)N1C[C@@H](C)[C@@H](OC)CN(C)C(=O)c2cc(NC(=O)c3ccccc3)ccc2OC[C@H]1C | 0.2 | 14
CC(C)SC(=N)N | 0.3 | 0
COc1ccc(S(=O)(=O)Nc2ccc3c(c2)C(=O)N([C@@H](C)CO)C[C@@H](C)[C@@H](CN(C)C(=O)Nc2ccccc2)OCCCC[C@H](C)O3)cc1 | 1.6 | x
CO[C@@H]1CN(C)C(=O)c2ccc(NC(=O)c3ccccc3F)cc2OC[C@H](C)N(CC2CC2)C[C@H]1C | -0.4 | 6
CO[C@@H]1CN(C)C(=O)c2cc(NC(=O)C3CCOCC3)ccc2OC[C@@H](C)N(C)C[C@H]1C | -0.5 | -2
COc1ccc(S(=O)(=O)Nc2ccc3c(c2)C(=O)N([C@@H](C)CO)C[C@@H](C)[C@H](CN(C)C)O3)cc1 | 1.8 | -5
O=C(Nc1ccc(S(=O)(=O)Nc2nccs2)cc1)c1cccnc1 | 0.5 | -7
C/C=C/c1ccc2c(c1)O[C@H](CN(C)C(=O)C1CCOCC1)[C@H](C)CN([C@H](C)CO)S2(=O)=O | 0.7 | x
CN(CC(=O)Nc1cccc(Cl)c1)S(=O)(=O)c1ccc2ccccc2c1 | 0.1 | 42

(more compounds)
molecule | IDH1 mut inh | EZH2 inh
CC1(C)NC(=O)N(CCCCOc2ccccc2[N+](=O)[O-])C1=O | 0.1 | -5
CO[C@H]1CN(C)C(=O)c2cc(NC(=O)Nc3ccccc3)ccc2OC[C@H](C)N(C(=O)CN(C)C)C[C@@H]1C | 0.0 | -3
CO[C@@H]1CN(C)C(=O)c2cc(NC(=O)C3CCC3)ccc2OC[C@H](C)N(C)C[C@H]1C | 0.2 | 4
C/C=C/c1ccc2c(c1)O[C@@H](CN(C)S(=O)(=O)c1ccc(F)cc1)[C@@H](C)CN([C@H](C)CO)S2(=O)=O | -9.8 | 7
Cc1ccc(S(=O)(=O)N(C)C[C@@H]2Oc3c(NS(=O)(=O)c4ccc(Cl)cc4)cccc3C(=O)N([C@@H](C)CO)C[C@@H]2C)cc1 | 6.0 | x
CO[C@H]1CN(C)C(=O)c2ccc(NC(=O)Nc3cc(F)ccc3F)cc2OC[C@@H](C)NC[C@H]1C | 0.0 | -4
COc1ccc(NC(=O)Nc2cccc3c2O[C@@H](CN(C)S(=O)(=O)c2ccc(C)cc2)[C@H](C)CN([C@H](C)CO)C3=O)cc1 | -0.8 | x
CNC[C@H]1OCCCC[C@H](C)Oc2ccc(NC(=O)Nc3ccc(F)cc3)cc2C(=O)N([C@@H](C)CO)C[C@@H]1C | x | -4
Cc1ccc(N(C(C)C(=O)Nc2ccc(I)cc2C)S(C)(=O)=O)cc1C (stereo not given) | -0.1 | 0
CO[C@H]1CN(C)C(=O)c2cc(NC(=O)C3CCOCC3)ccc2OC[C@H](C)N(CC2CC2)C[C@H]1C | 0.2 | -1
COc1ccc2nc(SCC(=O)Nc3ccc(I)cc3)[nH]c2c1 | 0.0 | 8
C[C@@H](C(=O)N(C)C[C@@H]1OCc2ccccc2-c2ccccc2C(=O)N([C@@H](C)CO)C[C@@H]1C)c1ccccc1 | x | 0

(cont.)
molecule | IDH1 mut inh | EZH2 inh
CN(C)CC(=O)Nc1ccc2c(c1)[C@@H]1C[C@@H](CC(=O)NCc3cc(F)ccc3F)O[C@@H](CO)[C@@H]1O2 | -0.5 | -4
C[C@@H]1CN([C@H](C)CO)C(=O)Cc2cc(NC(=O)C3CCCCC3)ccc2O[C@@H]1CN(C)C(=O)NC1CCCCC1 | 0.7 | 0
C[C@H]1CN([C@@H](C)CO)C(=O)c2cccc(NS(=O)(=O)c3ccc(Cl)cc3)c2O[C@@H]1CN(C)S(=O)(=O)c1ccccc1 | -2.9 | x
C[C@@H]1CN([C@@H](C)CO)C(=O)Cc2cc(NC(=O)Nc3ccccc3)ccc2O[C@@H]1CN(C)S(C)(=O)=O | x | -2
CC1=C(C(=O)Nc2cccnc2)C(c2cccnc2)n2ncnc2N1 (stereo not given) | 0.0 | 4
O=C(O)CCSc1nnc(-c2ccncc2)n1-c1ccccc1 | 0.2 | x
Cc1ccc(S(=O)(=O)NC2(C(F)(F)F)C(=O)N(CC3CCCO3)C3=C2C(=O)CC(C)(C)C3)cc1 (stereo not given) | 0.2 | -15
CC(C)NC(=O)N(C)C[C@H]1Oc2ccc(NC(=O)Cn3cnnn3)cc2C(=O)N([C@H](C)CO)C[C@H]1C | 1.7 | x
COc1ccc(/C=N/NC(=O)CCCCCCC(=O)O)c(O)c1 | x | -43
COc1cc(OC)c(NC(=O)CN2C(=O)c3ccccc3C2=O)cc1Cl | 1.2 | x
CC(C)C#Cc1ccc2c(c1)O[C@H](CN(C)S(=O)(=O)c1cn(C)cn1)[C@@H](C)CN([C@@H](C)CO)S2(=O)=O | -0.5 | -9
O=C(C[C@@H]1C=C[C@@H](NC(=O)C2CCC2)[C@@H](CO)O1)NCc1ccccc1Cl | 0.5 | 3

Next section:
molecule | IDH1 mut inh | EZH2 inh
O=C(CCN1CCCCC1)N[C@H]1CC[C@H](CCNS(=O)(=O)c2ccc(F)cc2)O[C@H]1CO | -0.1 | -9
C[C@H]1CN([C@@H](C)CO)C(=O)Cc2cc(NC(=O)CCCN(C)C)ccc2O[C@H]1CN(C)Cc1ccc(Oc2ccccc2)cc1 | 0.1 | -13
C[C@H]1CN([C@@H](C)CO)C(=O)c2cc(/C=C/c3ccccc3)cnc2O[C@H]1CN(C)C(=O)NC1CCCCC1 | 0.0 | -5
O=S(=O)(c1ccccc1)c1nc(-c2cccs2)oc1NCc1ccco1 | 0.4 | 11
CC(C)NC(=O)N(C)C[C@@H]1Oc2cc(Br)ccc2S(=O)(=O)N([C@@H](C)CO)C[C@@H]1C | -1.4 | -10
C[C@@H]1CN([C@H](C)CO)C(=O)Cc2cc(N(C)C)ccc2O[C@H]1CN(C)Cc1ccc(Cl)c(Cl)c1 | -1.7 | -1
COc1c2c(c(O)c3c(=O)c4c(OC)c(O)ccc4oc13)C1CCCC(C)(O2)O1 (stereo not given) | 0.8 | -2
Cc1noc(C)c1S(=O)(=O)N(C)C[C@@H]1OCCCC[C@@H](C)Oc2ccc(NS(=O)(=O)c3ccc(F)cc3)cc2C(=O)N([C@H](C)CO)C[C@H]1C | -0.3 | x
CCCCC#Cc1nc(NC)c2ncn(C3OC(CO)C(O)C3O)c2n1 (stereo not given) | 0.0 | x
O=C(C[C@@H]1C[C@H]2c3cc(NC(=O)C4CCC4)ccc3O[C@H]2[C@@H](CO)O1)NCc1ccccc1F | -0.1 | -5
COc1ccc(CN(C)C[C@H]2Oc3ccc(NC(=O)NC4CCCCC4)cc3C(=O)N([C@@H](C)CO)C[C@@H]2C)cc1 | 1.7 | x
Cc1cc(C)cc(NC(=O)C2CC(=O)n3ncnc3N2)c1 (stereo not given) | 0.0 | -3

Structures listed so far that have a CF3 group:
molecule | IDH1 mut inh | EZH2 inh
C[C@H](CO)N1C[C@H](C)[C@@H](CN(C)C(=O)CCC(F)(F)F)OCCCC[C@H](C)Oc2ccc(NC(=O)c3ccncc3)cc2C1=O | 1.3 | x
Cc1ccc(S(=O)(=O)NC2(C(F)(F)F)C(=O)N(CC3CCCO3)C3=C2C(=O)CC(C)(C)C3)cc1 (stereo not given) | 0.2 | -15

Next records
molecule | IDH1 mut inh | EZH2 inh
C[C@H](CO)N1C[C@H](C)[C@H](CN(C)Cc2cccc(C(F)(F)F)c2)Oc2ncc(C#Cc3ccccc3)cc2C1=O | 1.2 | x
O=c1[nH]cnc2ccccc12 | -0.5 | -7
CN1CCCCC1CCN1c2ccccc2Sc2ccc(S(C)=O)cc21 (stereo not given) | -0.2&0.4 | x
CC(C)CC#Cc1ccc2c(c1)O[C@@H](CN(C)C(=O)c1cnccn1)[C@@H](C)CN([C@@H](C)CO)S2(=O)=O | 0.0 | -9
COc1cccc(-c2cn(CC[C@@H]3CC[C@H](NC(=O)CN(C)C)[C@@H](CO)O3)nn2)c1 | -0.2 | -5
COc1cccc(CNC(=O)C[C@H]2CC[C@H](NS(=O)(=O)c3ccccc3OC)[C@H](CO)O2)c1 | -0.2 | 14
C[C@@H]1CN([C@@H](C)CO)C(=O)c2cccc(NC(=O)C3CC3)c2O[C@@H]1CN(C)S(C)(=O)=O | -0.8 | 6
O=C(N/N=C/c1ccco1)c1ccccn1 | x | -3
O=C(C[C@H]1C=C[C@H](NC(=O)CC2CC2)[C@@H](CO)O1)NCc1ccc(-c2ccccc2)cc1 | 0.7 | -9
C[C@@H]1CN([C@@H](C)CO)S(=O)(=O)c2ccc(C3=CCCCC3)cc2O[C@H]1CN(C)CC1CCCC1 | 0.0 | x
CO[C@H]1CN(C)C(=O)c2cc(NS(C)(=O)=O)ccc2OC[C@@H](C)N(CC2CCOCC2)C[C@H]1C | -0.2 | -6
CCCC#Cc1ccc2c(c1)O[C@@H](CN(C)C(=O)c1ccccc1)[C@@H](C)CN([C@@H](C)CO)S2(=O)=O | 0.2 | -20

Next entries.
molecule | IDH1 mut inh | EZH2 inh
C[C@@H]1CN([C@H](C)CO)C(=O)c2cccc(NC(=O)C3CCCCC3)c2O[C@H]1CN(C)C(=O)Nc1ccc2c(c1)OCO2 | 2.6 | 17
O=S(=O)(NCC[C@@H]1CC[C@H](NS(=O)(=O)c2ccccc2Cl)[C@H](CO)O1)c1ccc(F)cc1 | -0.1 | -1
COCC(=O)Nc1ccc2c(c1)OC[C@@H](C)N(CCc1ccccc1)C[C@H](C)[C@@H](OC)CN(C)C2=O | -0.3 | -8
CO[C@@H]1CN(C)C(=O)c2ccc(NS(=O)(=O)c3ccc(Cl)cc3)cc2OC[C@@H](C)N(C(=O)Cc2cccnc2)C[C@H]1C | -0.4 | -6
C[C@@H]1CN([C@H](C)CO)C(=O)c2cccc(NC(=O)Nc3ccccc3)c2O[C@H]1CN(C)S(=O)(=O)c1ccc(Cl)cc1 | x | -5
COc1cccc(-c2ccc3c(c2)O[C@@H](CN(C)C(C)=O)[C@@H](C)CN([C@@H](C)CO)S3(=O)=O)c1 | -0.4 | -1
Cc1ccc(S(=O)(=O)N[C@@H]2CC[C@@H](CC(=O)NCc3ccc(Cl)c(Cl)c3)O[C@H]2CO)cc1 | 0.1 | 0
CC(C)(Oc1ccc(Cl)cc1)C(=O)Nc1ccccc1-c1nc2ccccc2s1 | 0.2 | -11
O=C(NCC[C@@H]1CC[C@H](NS(=O)(=O)c2cccc(F)c2)[C@@H](CO)O1)c1cnccn1 | -0.2 | 12
CC(C)NC(=O)N(C)C[C@H]1Oc2ccc(NC(=O)Nc3ccc(C(F)(F)F)cc3)cc2CC(=O)N([C@H](C)CO)C[C@@H]1C | 0.3 | -17
Cc1noc(C)c1S(=O)(=O)N(C)C[C@H]1OCCCC[C@H](C)Oc2ccc(NC(=O)Nc3ccc4c(c3)OCO4)cc2C(=O)N([C@@H](C)CO)C[C@@H]1C | 1.1 | x
C[C@@H]1CN([C@H](C)CO)S(=O)(=O)c2ccc(/C=C/c3ccccc3)cc2O[C@H]1CN(C)Cc1ccccc1 | -0.1 | 10

Structures shown so far with an aryl thioether with sulfur outside any ring:
molecule | IDH1 mut inh | EZH2 inh
COc1ccc2nc(SCC(=O)Nc3ccc(I)cc3)[nH]c2c1 | 0.0 | 8
O=C(O)CCSc1nnc(-c2ccncc2)n1-c1ccccc1 | 0.2 | x

The list goes on:
molecule | IDH1 mut inh | EZH2 inh
Cc1cc(C)c(NC(=O)CN(c2ccc(C)c(C)c2)S(C)(=O)=O)c(C)c1 | 0.2 | -5
CN(CC(=O)O)S(=O)(=O)c1ccc(F)cc1 | 0.0 | 0
CC(C)NC(=O)Nc1cccc2c1O[C@@H](CN(C)S(=O)(=O)c1ccccc1)[C@H](C)CN([C@H](C)CO)C2=O | 0.4 | 4
C[C@H](CO)N1C[C@H](C)[C@@H](CN(C)C(=O)Nc2cccc(C(F)(F)F)c2)OCc2ccccc2-c2ccccc2C1=O | 0.1 | -10
C[C@@H]1CN([C@H](C)CO)C(=O)CCCn2cc(nn2)CO[C@H]1CN(C)S(=O)(=O)c1ccc2ccccc2c1 | -4.5 | 2
CCOC(=O)N(C)C[C@@H]1OCc2cnnn2CCCC(=O)N([C@H](C)CO)C[C@@H]1C | x | 17
C[C@H]1CN([C@@H](C)CO)C(=O)CCCn2nncc2CO[C@@H]1CN(C)S(=O)(=O)c1ccc(Oc2ccccc2)cc1 | 0.2 | x
C[C@H]1CN([C@@H](C)CO)C(=O)c2cc(NC(=O)CCCCCC(=O)Nc3ccccc3N)ccc2O[C@@H]1CN(C)Cc1ccncc1 | 0.1 | 0

3 entries out of the list, ordered by molar mass, descending:
molecule | IDH1 mut inh | EZH2 inh
C[C@H]1CN([C@@H](C)CO)C(=O)c2cc(NC(=O)CCCCCC(=O)Nc3ccccc3N)ccc2O[C@@H]1CN(C)Cc1ccncc1 | 0.1 | 0
C[C@H]1CN([C@@H](C)CO)C(=O)CCCn2nncc2CO[C@@H]1CN(C)S(=O)(=O)c1ccc(Oc2ccccc2)cc1 | 0.2 | x
CCOC(=O)N(C)C[C@@H]1OCc2cnnn2CCCC(=O)N([C@H](C)CO)C[C@@H]1C | x | 17

Only part of the results is shown (hit frequency here may not be typical).
